Bioassay records deposited in PubChem by The Scripps Research Institute Molecular Screening Center.
SRC3 TRFRET art: counter-screen for PPARgamma SRC-3 recruitment agonists: TR-FRET artefact. PPARgamma/SRC-3 format; stronger effect = higher value. TR-FRET ratio at 8 µM. actives 0.39% (n = 99,000). AID 1048; in the data active = TR-FRET ratio above about 2000; note: inactives centre near 1600; reference of the scale not given here
SRC1 TRFRET art: flags TR-FRET format artefacts in PPARgamma SRC-1 recruitment agonist screen. actives 0.34% (n = 99,000). TR-FRET detection artefact counter-screen, emission ratio; stronger effect = higher value. TR-FRET ratio at 8 µM; in the data active = TR-FRET ratio above about 2300; note: inactives centre near 1800; reference of the scale not given here
An asterisk follows results filed as active.

SMILES | SRC3 TRFRET art | SRC1 TRFRET art
O=C(Nn1cc(C(=O)Nc2ccc(F)cc2F)c2ccccc2c1=O)c1cnccn1 | 1488 | 1792
Cc1ccc(S(=O)(=O)NCC(=O)N(c2ccccc2)C(C(=O)NCc2ccccc2)c2ccco2)cc1 (stereo unspecified) | 1724 | 1751
CCN(C(=S)NCc1ccccc1)c1ccccc1 | 1358 | 1942
O=C(Nc1nnc(-c2ccc(Cl)cc2)o1)c1cccc(N2C(=O)CCC2=O)c1 | 1563 | 2233
O=[N+]([O-])c1cc(C(F)(F)F)cc([N+](=O)[O-])c1N1CCCNCC1 | 1621 | 2029
Cc1cc(C)cc(N=C2NC(=O)/C(=C/c3cccs3)S2)c1 | 1640 | 1782
CCOc1ccc(Cc2nc(-c3nonc3N)no2)cc1OCC | 1586 | 1899
O=C(NC1CCCCC1)c1noc2c1CCCCC2 | 1546 | 1752
COCCn1c(SCC(=O)Nc2nnc(C)s2)nnc1-c1ccco1 | 1665 | 1803
COCCNC(=O)C(c1ccc(C)o1)N(C(=O)C(=O)NC1CCCCC1)c1ccc(F)cc1 (stereo unspecified) | 1448 | 1795
CC(C)NC(=O)Cn1c(=O)cnc2ccccc21 | 1468 | 1776
COc1ccccc1C(=O)COC(=O)CNS(=O)(=O)c1ccc(C)cc1 | 1576 | 1845
Cc1cccc(CCN(CC(=O)NC(C)(C)C)C(=O)c2csnn2)c1 | 1708 | 1961
FC(F)(F)c1ccccc1NC(=S)N1CCc2ccccc2C1 | 1362 | 1822
COC(=O)c1ccc(C(=O)OC)c(NC(=O)CN(C)Cc2cccc(Cl)c2Cl)c1 | 1445 | 1609
C/C(=N\NC(=O)CNC(=O)C(c1ccccc1)c1ccccc1)c1ccc(C)cc1 | 1477 | 1838
Cc1ccc(-c2nnc(N3CCC(C)CC3)c3ccccc23)cc1C | 1667 | 1908
CCN(CC)CC(O)CN1C(=O)NC(C)(C)C1=O (stereo unspecified) | 1442 | 1758
Cc1ccccc1OCC(=O)OCC(=O)Nc1ccc(S(N)(=O)=O)cc1 | 1628 | 1703
Cc1cc(=O)n2[nH]c(C)c(-c3ccc(Cl)cc3)c2n1 | 1614 | 1924
CNC(=S)Nc1cc(C)ccc1OC(F)F | 1418 | 1974
O=C(CSc1nnc(-c2ccccc2)n1-c1ccc(Cl)cc1)N/N=C/c1ccco1 | 1674 | 1845
O=C(N/N=C/c1ccc2c(c1)OCO2)c1cc(-c2ccncc2)nc2ccccc12 | 1618 | 1840
O=C(CCCSc1nc2ccccc2c(=O)[nH]1)c1ccc(F)cc1 | 1591 | 1716
O=C(Nc1cccc(Br)c1)c1ccc(OC2CSC2)cc1 | 1497 | 1971
COc1ccc(S(=O)(=O)N2CCOCC2)cc1NC(=O)CSc1ncnc2ccccc12 | 1529 | 2080
COc1ccc(CNC(=O)COC(=O)C2CCN(S(=O)(=O)c3ccccc3C(F)(F)F)CC2)cc1 | 1340 | 1770
CCN(Cc1ccccc1)C(=O)COC(=O)CNC(=O)c1ccc(C)s1 | 1259 | 1721
Cc1cc(C)cc(NC(=S)NC2CC3CCCC(C2)N3C2CC2)c1 (stereo unspecified) | 1666 | 1824
O=C(C1=NNC2C(=O)N(c3ccccc3)C(=O)C12)c1nc(Cl)ccc1Cl (stereo unspecified) | 1403 | 1869
COc1ccc(NC(=S)N2CCc3ccccc3C2)cc1 | 1573 | 1973
O=C(NCc1cccnc1)C(=O)N/N=C/c1ccc([N+](=O)[O-])cc1 | 1604 | 1666
Cc1cc(/C=C2/C(=N)N3C(=NC2=O)SN=C3S(C)(=O)=O)c(C)n1-c1ccc(F)cc1 | 1371 | 1848
CCCS(=O)(=O)c1nnnn1-c1cccc(OC)c1 | 1639 | 2075
COC(=O)c1ccc(CSC2=NCCS2)cc1 | 1689 | 1775
O=C(Nc1ccc2c(c1)OCCO2)c1ccc2ccccc2n1 | 1560 | 1825
O=C1S/C(=C\c2ccc(O)c([N+](=O)[O-])c2)C(=O)N1Cc1cccc([N+](=O)[O-])c1 | 1444 | 1911
COc1ccc(NC(=S)c2ccc(N(C)C)cc2)cc1 | 1554 | 1977
Cc1c(N=Cc2ccc(O)c(Br)c2)cccc1[N+](=O)[O-] | 1465 | 1814
CS(=O)(=O)N1CCCC(C(=O)Nc2ccc(Br)cc2F)C1 (stereo unspecified) | 1603 | 2190
CN(C)C(CNC(=O)c1cccs1)c1cccnc1 (stereo unspecified) | 1599 | 1603
COc1ccc2nc(SCC(=O)Nc3ccccc3)[nH]c2c1 | 1560 | 1801
Cc1cc(C(F)F)nn1CC(=O)Nc1cc([N+](=O)[O-])ccc1F | 1476 | 1774
COc1ccc(OC)c(-n2c(=S)[nH]c3c(sc(=S)n3-c3ccccc3C)c2=O)c1 | 1716 | 1890
Cc1ccccc1-n1c(SCC(=O)Nc2ccccc2)nc2nc3c(cc2c1=O)CCCC3 | 1976 | 1738
Cc1cccc(NCc2ccc(O)c3ncccc23)c1 | 1710 | 2032
CCOc1ccccc1NC(=O)CSc1nc2c(c(=O)n1C)SC(C)C2 (stereo unspecified) | 1587 | 1824
Cc1ccc(-c2cn3cccnc3n2)cc1 | 1477 | 1817
O=C(c1cccs1)N(c1ccc(F)cc1)C1C=CS(=O)(=O)C1 (stereo unspecified) | 1309 | 1665
CCN(CC)CCCC(C)NC(=O)c1cccc(S(=O)(=O)N2CCc3ccccc32)c1 (stereo unspecified) | 1406 | 1707

Compounds from the list above that contain an NH in an aromatic ring:
SMILES | SRC3 TRFRET art | SRC1 TRFRET art
Cc1cc(=O)n2[nH]c(C)c(-c3ccc(Cl)cc3)c2n1 | 1614 | 1924
O=C(CCCSc1nc2ccccc2c(=O)[nH]1)c1ccc(F)cc1 | 1591 | 1716
COc1ccc2nc(SCC(=O)Nc3ccccc3)[nH]c2c1 | 1560 | 1801
COc1ccc(OC)c(-n2c(=S)[nH]c3c(sc(=S)n3-c3ccccc3C)c2=O)c1 | 1716 | 1890

Continued:
SMILES | SRC3 TRFRET art | SRC1 TRFRET art
COC(=O)c1cc(C(=O)OC)cc(-n2c(C)cc(C(=O)COC(=O)CNS(=O)(=O)c3ccc(C)cc3)c2C)c1 | 1495 | 1929
CC12CCC3(CO)COC(c4ccccc4O1)C2C3 (stereo unspecified) | 1447 | 1859
O=C(COc1ccc([N+](=O)[O-])cc1)NNC(=O)c1cccs1 | 1601 | 1908
O=C(COC(=O)c1ccc(O)cc1)NCCC1=CCCCC1 | 1570 | 1649
CCC(=O)c1ccccc1OCC(=O)Nc1c(C)cccc1C | 1591 | 1763
NS(=O)(=O)c1ccc(CCNC(=O)CSc2nc3ccccc3c(=O)n2CCC(=O)N2CCCCC2)cc1 | 1574 | 2007
COc1ccc(C)cc1NC(=O)NCc1ccccc1F | 1727 | 1938
O=C(CNC(=O)c1cccs1)N/N=C/c1ccco1 | 1380 | 1681
CCOC(=O)N1CCN(C(=O)Cn2ncc3ccccc32)CC1 | 1443 | 1674
O=C(O)c1cc([N+](=O)[O-])c(NCc2cccnc2)c([N+](=O)[O-])c1 | 1412 | 1766

Next section, overlapping the part above by 2 compounds.
SMILES | SRC3 TRFRET art | SRC1 TRFRET art
CCOC(=O)N1CCN(C(=O)Cn2ncc3ccccc32)CC1 | 1443 | 1674
O=C(O)c1cc([N+](=O)[O-])c(NCc2cccnc2)c([N+](=O)[O-])c1 | 1412 | 1766
O=[N+]([O-])c1cccc(-c2nc(NCc3ccccc3)c3ccccc3n2)c1 | 1563 | 1656
COc1ccc(NC(=S)Nc2ccc(OC)cc2OC)c(OC)c1 | 1561 | 1685
CSc1ncccc1C(=O)OCc1ccccc1Cl | 1671 | 2009
CN1CCN(/N=C/c2ccc(-c3ccc([N+](=O)[O-])cc3)o2)CC1 | 1714 | 1944
Cc1onc(-c2ccccc2)c1C(=O)N/N=C/c1ccc([N+](=O)[O-])s1 | 1522 | 1796
Cc1cc(C)cc(N(CC(=O)Nc2ccccc2)C2=NC3CS(=O)(=O)CC3S2)c1 (stereo unspecified) | 1724 | 1945
CCOC1OC(=O)C(Cl)=C1Nc1ccccc1C (stereo unspecified) | 1473 | 1783
Cc1[nH]cnc1CSCc1ccc(F)cc1 | 1465 | 1790
O=C(CSc1nnc(NC2CCCCC2)s1)NCc1ccco1 | 1396 | 1653
CCOC(=O)Cc1nc(-c2ccc(Cl)cc2)n[nH]1 | 1562 | 1799
COc1cccc(-c2nn(-c3ccccc3)cc2CN(C)C(C)c2ccon2)c1 (stereo unspecified) | 1625 | 1565
NNC(=O)CCc1nc2ccccc2[nH]1 | 1475 | 1968
Cn1ncc(Br)c1C(=O)N1CCOCC1 | 1533 | 1843
COc1cc(S(=O)(=O)N(C)C2CCCCC2)c(C)cc1C | 1450 | 2210
CCC1(Cc2ccccc2)NC(=O)c2ccccc2O1 (stereo unspecified) | 1585 | 1812
O=C1CC(c2cccnc2)c2cc3c(cc2N1)OCO3 (stereo unspecified) | 1720 | 1832
COc1ccc2nc3cccc(OC)c3nc2c1 | 1472 | 1866
Cc1cc(C)n2c(SCC(=O)NC3CCCCC3)nnc2n1 | 1530 | 2134
CCOc1ccc(N=Nc2cc(C(C)C)ccc2O)cc1 | 1663 | 1958
O=C(c1ccccc1)C1Oc2ccccc2C2CC(c3cccs3)=NN12 (stereo unspecified) | 1686 | 1817
COc1ccccc1NC(=O)CN1CCN(CC(=O)Nc2ccc(F)cc2)CC1 | 1354 | 1829
N=c1c2c(n(Cc3ccc(F)cc3)c3c1CCC3)CCCC2 | 1528 | 2022
Cc1nc([N+](=O)[O-])c(SCC(N)=O)n1Cc1ccccc1 | 1567 | 1702
CCCCNC(=O)NS(=O)(=O)c1ccc(C)cc1 | 1654 | 1541
COc1ccc(C)cc1NC(=O)COC(=O)c1ccc([N+](=O)[O-])o1 | 1669 | 1962
CCS(=O)(=O)N1CCN(c2ncnc3sc(C)c(C)c23)CC1 | 1517 | 1649
CC(C)(C)c1nnc(NC(=O)Cc2ccc(Br)cc2)s1 | 1432 | 1855
O=C(NCC1CCOCC1)c1ccc(OC2CCN(Cc3ccccn3)CC2)cc1 | 1495 | 1774
Cc1ccc(-c2cc(C(=O)Nc3ccc(S(=O)(=O)Nc4nccs4)cc3)c3ccccc3n2)c(C)c1 | 1435 | 2111
C=CCOc1ccc(CN(C)CC(=O)Nc2ccc3c(c2)CCC3)cc1 | 1543 | 1689
CN(C)C(CNC(=O)Cc1cccc(C(F)(F)F)c1)c1ccco1 (stereo unspecified) | 1707 | 1581
COc1cccc(NC(=S)N(CCc2c(C)[nH]c3ccccc23)Cc2cccs2)c1 | 1612 | 1713
Cc1cccc(NCC(=O)N/N=C/c2ccc(Br)cc2)c1 | 1176 | 1569
COC(=O)c1ccc(=O)n(Cc2ccco2)c1 | 1615 | 1716
CCOCCCN(C(=O)CNC(=O)c1ccco1)C(C(=O)NC1CCCC1)c1ccccc1C (stereo unspecified) | 1508 | 1814
COc1ccc(N/C(=C/[N+](=O)[O-])SC)cc1 | 1526 | 1802
CC(C)CCN1CCN(Cc2cccc(-n3cccn3)c2)CC1CCO (stereo unspecified) | 1843 | 1864
O=C(NC(=S)N1CCN(Cc2ccccc2)CC1)c1ccco1 | 1497 | 1703
COc1ccc(/C=C2/SC(=O)N(CCC(=O)Nc3ccc(S(=O)(=O)Nc4nccs4)cc3)C2=O)cc1 | 1635 | 1947
CCC(C)SCc1nc2ccccc2[nH]1 (stereo unspecified) | 1375 | 1779
COc1cc(/C=C/C(=O)Nc2ccc3[nH]c(=O)[nH]c3c2)cc(OC)c1OC | 1518 | 1973
CCCCc1nnc(NC(=O)C2CC(=O)N(c3ccc(C)cc3)C2)s1 (stereo unspecified) | 1832 | 1747
O=C(CCc1ccccc1)NCCC1=CCCCC1 | 1648 | 1949
Cc1nc(SCc2ccc(C(=O)O)cc2)nc2c1CCCC2 | 1256 | 1735
CCn1nc(C)c(CN2CCCC(CO)(Cc3ccccc3)C2)c1C (stereo unspecified) | 1587 | 1830
Cc1ccccc1C(=O)NNC(=O)CSc1nnc(-c2ccncc2)n1-c1ccccc1 | 1714 | 2076
Cc1c(Cc2ccccc2)c(=O)oc2cc(OCC(N)=O)ccc12 | 1498 | 1755
C(#Cc1ccc(C#CCN2CCOCC2)cc1)CN1CCOCC1 | 1490 | 1598
CC(C)CN(CC(C)C)C(=O)c1cccc(S(=O)(=O)N2CCc3ccccc32)c1 | 1430 | 1987
COc1ccc(CC2(CO)CCN(S(=O)(=O)c3c(C)nn(C)c3C)CC2)cc1 | 1569 | 2144

Further entries follow:
SMILES | SRC3 TRFRET art | SRC1 TRFRET art
CC(=O)Nc1ccccc1OCC(=O)NCC(F)(F)F | 1496 | 1892
CCOc1cc(/C=N/O)ccc1OCc1ccc(C)cc1 | 1526 | 1963
COCCNC(=O)c1cnn2c(C(F)(F)F)cc(-c3ccc(C)cc3)nc12 | 1546 | 1664
CC(C)C(=O)Nc1ccc(C(=O)NN2C(=O)c3ccccc3C2=O)cc1 | 1630 | 1544
Cn1cnc([N+](=O)[O-])c1Oc1ccccc1 | 1697 | 1578
Cc1cc(C(=O)COC(=O)C(C)NC(N)=O)c(C)n1Cc1ccco1 (stereo unspecified) | 1613 | 1887
COc1ccc(OC)c(/C=C/c2c([N+](=O)[O-])c(=O)n(C)c(=O)n2C)c1 | 1653 | 2031

A few values from the list:
SRC3 TRFRET art result of `O=C(CSc1nnc(-c2ccccc2)n1-c1ccc(Cl)cc1)N/N=C/c1ccco1` reads 1674
SRC3 TRFRET art result of `COc1cc(/C=C/C(=O)Nc2ccc3[nH]c(=O)[nH]c3c2)cc(OC)c1OC` reads 1518
SRC1 TRFRET art result of `O=C(Nc1ccc2c(c1)OCCO2)c1ccc2ccccc2n1` reads 1825
SRC3 TRFRET art result of `COC(=O)c1ccc(CSC2=NCCS2)cc1` reads 1689
SRC1 TRFRET art result of `O=C(CCc1ccccc1)NCCC1=CCCCC1` reads 1949
SRC1 TRFRET art result of `COc1ccc2nc3cccc(OC)c3nc2c1` reads 1866

Reprinted at random: 2 records from the list.
SMILES | SRC3 TRFRET art | SRC1 TRFRET art
COC(=O)c1cc(C(=O)OC)cc(-n2c(C)cc(C(=O)COC(=O)CNS(=O)(=O)c3ccc(C)cc3)c2C)c1 | 1495 | 1929
Cc1cccc(NCc2ccc(O)c3ncccc23)c1 | 1710 | 2032
